# ALOX12 inh = Primary qHTS assay for inhibitors of human arachidonate 12S-lipoxygenase (ALOX12): Round 2; AID 1671190, 2021; purified 12hLO, xylenol orange hydroperoxide absorbance; 580,000 compounds, 1.1% hits; Polyunsaturated fatty acid lipoxygenase ALOX12 (Homo sapiens), P18054; Potency, µM (doses to about 108 µM), without a hit: top-dose activity change, negative = inhibition, hits mostly inhibitors; active means well fitted inhibition curve with a large enough effect; inconclusive means small, poorly fitted or top-dose-only effect, or another doubt; inactive means no such curve, though single readings can be large or run the other way
# Target sequence (P18054 whole entry, looked up): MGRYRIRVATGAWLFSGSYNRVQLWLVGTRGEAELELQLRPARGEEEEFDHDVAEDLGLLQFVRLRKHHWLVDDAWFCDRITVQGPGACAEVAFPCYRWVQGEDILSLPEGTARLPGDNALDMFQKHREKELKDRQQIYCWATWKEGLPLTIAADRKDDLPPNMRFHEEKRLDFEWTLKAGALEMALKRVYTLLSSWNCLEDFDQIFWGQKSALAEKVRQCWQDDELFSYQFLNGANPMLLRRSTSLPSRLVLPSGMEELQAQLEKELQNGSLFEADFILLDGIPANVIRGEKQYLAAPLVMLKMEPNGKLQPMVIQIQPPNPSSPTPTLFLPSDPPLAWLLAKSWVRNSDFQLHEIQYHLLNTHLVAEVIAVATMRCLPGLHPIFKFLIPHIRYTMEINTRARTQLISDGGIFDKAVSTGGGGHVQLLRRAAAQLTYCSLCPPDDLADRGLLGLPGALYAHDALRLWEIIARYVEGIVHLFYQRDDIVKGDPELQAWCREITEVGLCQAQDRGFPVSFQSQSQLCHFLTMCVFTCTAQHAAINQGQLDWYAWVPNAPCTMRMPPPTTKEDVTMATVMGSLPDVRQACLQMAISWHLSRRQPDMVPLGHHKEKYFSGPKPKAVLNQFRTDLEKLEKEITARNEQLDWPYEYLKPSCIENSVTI
#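 Purified human 12hLO (150 nM final) in 25 mM Hepes, 0.01% Triton X-100, pH 7.0 was preincubated 15 min at room temperature with compound. Then 40 uM arachidonic acid was added, 30 min. Hydroperoxide was read by Fe-XO absorbance ratio 573/405 nm.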
# Starred values were filed as active, the others as inactive; ? = inconclusive; [ ] = dose if it differs, or a comment. On the % scale 0 is the no-effect control and ±100 the full control effect; potency means the concentration at half of the fitted maximal effect.
SMILES,ALOX12 inh
COc1ccc(OC)c(S(=O)(=O)N2C[C@@H](Oc3cccnc3)C[C@H]2C(N)=O)c1,63%[activator]
Nc1[nH]c(C(=O)c2ccc(Br)cc2)c(-c2ccccc2Cl)c1C(=O)NCCc1c[nH]c2ccccc12,-22%
COCc1ccc(C(=O)N2CCNCC(C(=O)O)C2)cc1 (configuration not stated),0%
Cc1ccccc1NC(=O)N1CCC(CCNC(=O)c2ccco2)CC1,50%[activator]
Cc1ccc(-c2cc(C(=O)N3CCC(Cc4nncn4CC4CC4)CC3)c3ccccc3n2)cc1C,?
O=C(c1ccc2ccccc2n1)N1CCN(C(=O)N2CC3CC(C2)[C@H]2CCCC(=O)N2C3)CC1 (some centres not stated),37%[activator]
CCc1ccc(C(=O)N2C[C@@H](CO)[C@H](c3ccccn3)C2)cc1,19%
CCO[C@H]1CN(C(=O)CCc2ccc(-c3ccc(Cl)cc3)[nH]2)C[C@@H]1O,5%
CCOc1cc(=O)n2c(c1C(=O)Nc1ccc(Cl)cc1Cl)CCCC2,8%
Cc1ccc(C2(O)CCN(C(=O)[C@@H](N)Cc3cnc[nH]3)CC2)nc1,84%[activator]
C1CNCC(c2nc(CCOCC3CC3)no2)C1 (configuration not stated),32%[activator]
CNC(=O)c1ccc(CN2CC3(CCN(C(C)=O)CC3)CC2C(=O)O)o1 (configuration not stated),?
CN(CCc1ccccc1)Cc1cnc(S(C)(=O)=O)n1Cc1ccccc1F,57%[activator]
CC(C)c1cc(C(=O)NCC2OCCc3ccccc32)nc2ncnn12 (configuration not stated),8%
O=C(NCc1ccccc1)C1CCN(C(=O)c2ncn3c2COC(c2ccccc2)C3)CC1 (configuration not stated),47%
COC1C(=O)N(CC2CC2)C12CCN(S(=O)(=O)C(C)C)CC2 (configuration not stated),32%[activator]
COc1cc(NC(=O)Cn2c(-c3ccc(Cl)cc3)nc(C)c(CCO)c2=O)cc(OC)c1,15%
CCOc1ccccc1NC(=O)N1CCCC(Cn2cnc3cccnc32)C1 (configuration not stated),-6%
CN(Cc1ccccc1C(F)(F)F)C(=O)Nc1ccc(Cl)cc1,-15%[176 µM]
CC(C)N1CCCC2(CCN(C(=O)c3cn[nH]c3-n3cnnn3)C2)C1=O (configuration not stated),-15%
N#Cc1cc2c(nc1N1CCN(C3CCCC3)C(CCO)C1)CCCC2 (configuration not stated),22%
COCCN1CCCCCC(O)c2cc(C(=O)N3CCN(CC(C)C)CC3)ccc21 (configuration not stated),61%[activator]
O=C(Nc1cccc(-c2ccc(N3CCOCC3)nn2)c1)Nc1cccc(Cl)c1F,-13%
O=C(NC1CCCCC1)N[C@H]1CO[C@H]2[C@@H]1OC[C@H]2O,15%[176 µM]
COc1ccc(C(=O)N[C@@H]2CCC[C@@H]2C(=O)NCCc2c[nH]c3ccc(OC)cc23)cc1,11%
O=C1NC(=O)[C@@H](c2cn3c4c(cccc24)CCC3)[C@H]1c1c[nH]c2ccccc12,-17%[57.4 µM]
O=C(c1ccc(Cl)cc1)N1CCC2(CC1)C(=O)NCN2Cc1ccc(Cl)cc1,?
CCOc1ccc(C(=O)N2CCC(N3C(=O)CCC3C(=O)NC(C)C)CC2)cc1 (configuration not stated),45%[activator]
CC[C@H]1CN(S(=O)(=O)c2ccc(OC)cc2)CC[C@H]1CC(=O)N(CC)C(=O)NCCCN(C)C,37%
COc1cc(-c2cc(C)c3c(OC)ccc(OC)c3n2)cc2c1OCCNC2,76%[activator]
CCCNC(=O)N1CCN(C(=O)N2CC3CC(C2)[C@H]2CCCC(=O)N2C3)CC1 (some centres not stated),23%
CCNc1nccc(N2CCC(CC(=O)NCc3ccc(OC)c(OC)c3)CC2)n1,3%
CN1C(=O)c2cccn2CC1C(=O)NCCCN1CCCc2ccccc21 (configuration not stated),21%
CCCS(=O)(=O)N1CCCC1C(=O)Nc1ccccc1-c1ccc(OC)cc1 (configuration not stated),7%
O=C(c1ccc(Oc2ccccc2)cc1)N1CCNc2cnc(Nc3cccnc3)nc2C1,?
COc1ccc(S(=O)(=O)Nc2ccc(C)n(CC(=O)NCc3ccc(C)o3)c2=O)cc1,16%
Cc1cnc(C(=O)NC2C[C@H]3CC[C@@H](C2)N3C(=O)c2ccnn2C)cn1 (some centres not stated),32%[activator]
CC(C)N1C(=O)C2(CCCCC2)C1C(=O)NCCN1CCCC1 (configuration not stated),96%[activator]
O=C(CCC1CCCN(S(=O)(=O)c2ccccc2F)C1)NC1CCCCC1 (configuration not stated),29%
CO[C@H]1C(=O)N(C(C)C)[C@H]1C1CCN(C(=O)Nc2ccc(C)c(C)c2)CC1,13%

# Taken from the entries so far (2 entries):
SMILES,ALOX12 inh
O=C(CCC1CCCN(S(=O)(=O)c2ccccc2F)C1)NC1CCCCC1 (configuration not stated),29%
CO[C@H]1C(=O)N(C(C)C)[C@H]1C1CCN(C(=O)Nc2ccc(C)c(C)c2)CC1,13%

# More records
SMILES,ALOX12 inh
COc1ccc(C(=O)N[C@@H]2CCC[C@@H]2C(=O)N2CCN(c3cccc(Cl)c3)CC2)cn1,?
COc1ccc(C(=O)N[C@@H]2CN(c3ncccn3)C[C@H]2CN(C)C)cc1OC,62%[activator]
COc1ccc(C(=O)N(C)Cc2cccn2C)cc1,12%[176 µM]
COc1ccc(NC(=O)Cn2cccc2-c2nc(-c3ccc(F)cc3)no2)cc1,-4%
CCOc1cccc(CNC(=O)c2nnn3c2COC(c2ccc(C)cc2)C3)c1 (configuration not stated),33%[activator]
O=C(NCc1ccccc1)c1ccccc1OC1CN(C2CCC2)C1,-4%
CCn1nccc1C(=O)N1CCC2(CC1)CC(OCC1CC1)CCO2 (configuration not stated),29%
Cc1ccccc1-c1cnc2n[nH]c(-c3ccc4c(c3)OCO4)c2n1,?
CC1CN(C(=O)c2ccccc2)CCC1=NO (configuration not stated),-5%
CCc1cc(=O)n(CC(=O)Nc2cc(C)on2)c(-c2ccccc2)n1,23%
O=C(NCc1cccc(F)c1)C1CCN(C(=O)c2ncn3c2COC(c2ccc(F)cc2)C3)CC1 (configuration not stated),38%[activator]
COCC1CCN(Cc2cc3cc4c(cc3nc2-c2ccc(Cl)cc2)OCO4)C1 (configuration not stated),7%
O=C(c1ccccc1OCC1CCCN(C2CCCC2)C1)N1CCCC1 (configuration not stated),-2%
COc1ccc(NC(=O)N[C@H]2[C@H](O)[C@@H](N3CCC(C(N)=O)CC3)[C@@H]3OC[C@H]2O3)cc1,-9%[176 µM]
Cc1nc2ccc(S(=O)(=O)CCC(=O)NCCc3ccccc3)cc2s1,385%[activator]
COc1ccc(Cl)cc1C(=O)N1C[C@@H](CO)[C@H](c2ccccn2)C1,38%[activator]
Cn1cc(-c2ccccc2)cc1C(=O)O,?
CCn1nc(CNC(=O)C2CC3(CCNCC3)CN2)c2ccccc21 (configuration not stated),90%[activator]
CNC(=O)[C@@H]1C[C@@H](NC(=O)c2ccc3n[nH]nc3c2)CN1C(=O)CSC,9%
O=C(NC1CCN(c2ccccc2)C1=O)c1cccc(Br)c1 (configuration not stated),16%
CCOCCNc1cc(Cl)nc2ccnn12,44%[activator][176 µM]
CC1(C)[C@H](Cc2cc(CN3CCOCC3)on2)C[C@@H]1N,4%[176 µM]
COc1ccc(CN2CCOC(c3cccnc3)C2)cc1Cn1cccn1 (configuration not stated),?
Cc1nc(CCNC(=O)C2CNCCO2)nc2c1CCCC2 (configuration not stated),?
COc1cccc(CN2CCOc3ccc(CN4C[C@@H](C)O[C@@H](C)C4)cc3C2)c1OC,29%
CCN(CC1CCCO1)C(=O)C1CCN(c2nc(-c3ccccc3)nc3c2CCC3)CC1 (configuration not stated),17%
Cc1ccccc1-c1[nH]nc2ncc(-c3cn[nH]c3)nc12,33%[activator][176 µM]
CNC(=O)[C@@H]1CN(Cc2ccc(C#N)cc2)C[C@H]1COC,2%
COC[C@@H]1CN(C(=O)c2c(F)cccc2Cl)C[C@H]1C(N)=O,27%
O=C1CCN(C(=O)c2cc3ccccc3[nH]2)CCCC(CO)CCN1 (configuration not stated),10%
CCOc1cc(C)c(CN2C[C@@H](CN(C)C)C[C@H](CO)C2)cc1C(C)C,24%
O=c1cc(-c2cccnc2)nc(-c2cccc(CN3CCNCC3)c2)[nH]1,?
Cc1cn2nc(-c3nc(C4CCCN(C(=O)c5ccc(C)s5)C4)no3)cc2c(=O)[nH]1 (configuration not stated),50%[activator]
Cc1cccc(NC(=O)Nc2ccc(C)n(CC(=O)NCCN3CCCC3)c2=O)c1,36%[activator]
COc1cc(=O)n2c(c1C(=O)Nc1ccc(F)cc1)CCCC2,13%
N#Cc1cccc(CN2CC3(COCC(=O)N(Cc4cccc(OC(F)(F)F)c4)C3)C2)c1,?
CN1C(=O)CC[C@@H](S(=O)(=O)c2ccccc2)[C@@H]1c1ccccc1,4%
COCCNC(=O)[C@H]1C[C@H](Oc2cccnc2)CN1C(=O)Cc1c(C)noc1C,56%[activator]
CN(C)c1ccc(-c2noc([C@@H]3CCCN3C3CCOCC3)n2)cn1,12%[176 µM]
Cn1c(=O)n(C)c2cc(S(=O)(=O)NCC3(O)CCCNCC3)ccc21 (configuration not stated),15%
CNc1ccnc(N2CCC3(CCCN(C4CCOCC4)C3=O)C2)n1 (configuration not stated),17%
O=C(CN1CCCCCC1)N1CC(Oc2ccccc2-c2nc(C3CC3)no2)C1,-4%
Cc1cc2c(c(=O)n(-c3ccccc3)c(=O)n2CC(=O)Nc2ccc3c(c2)OCO3)n1C,-21%
COc1ccc2[nH]c3c(c2c1)CCNC31CCN(C(=O)c2cc(C)nn2C)CC1,-1%
CCOc1ccc(NC(=O)C2CCCCC(=O)N2)cc1 (configuration not stated),32%[activator]
COc1ccc(C(O)C2c3c(cc4c(c3OC)OCO4)CCN2C)c(CO)c1OC (configuration not stated),11%
O=C(c1cncc(Br)c1)N1CCC(Cc2nc(C3CCOCC3)no2)CC1,6%
Cc1ccc(-n2c(C3CCN(C(=O)c4ccc(Cl)cc4)CC3)n[nH]c2=O)cc1,?
CCC(C(=O)NCc1nnc2c(-c3nc(C(C)C)no3)cccn12)c1ccccc1 (configuration not stated),18%
O=C1Cc2c(-c3cccc4ccccc34)n[nH]c2CN1CCc1ccncc1,53%[activator][176 µM]
CCCCNC(=O)c1nc2cc(C)c(C)cc2nc1-c1cccc(Br)c1,-1%
Cc1ncnc(N2CCC(N3CCCC(C(=O)NCc4ccccn4)C3)CC2)c1C (configuration not stated),26%
CC(=O)N1CCC(C2CCN(S(=O)(=O)c3ccccc3Cl)C2)CC1 (configuration not stated),-3%
CN1C(=O)C(CC(=O)N2CCCCC2)=C2CCCCC21 (configuration not stated),47%[activator]
Cc1noc([C@@H]2CN(C(=O)Cc3cccc4ccccc34)C[C@H]2CO)n1,18%
CN(Cc1cccnc1)C(=O)CC(c1ccccc1)c1ccc(Cl)cc1 (configuration not stated),15%
CC1(COc2cccnc2)COc2ccc(C(=O)N3CC[S+](=O)([O-])CC3)cc2N1 (configuration not stated),11%[176 µM]
CCN1CCC2(Cc3ccccc3CN(C(=O)Cc3ccc(O)cc3)C2)C1 (configuration not stated),-1%[6.33 µM]
CNC(=O)[C@H](Cc1ccccc1)NC(=O)[C@H](CC(C)C)[C@H](CSc1cccs1)C(=O)NO,-6%[57.4 µM]
Cc1ccc(-c2nc(C)c(C(=O)Nc3ccc4c(c3)C(=O)N3CCC[C@H]3C(=O)N4)s2)cc1,-20%

# Not a retest: entries from further up.
SMILES,ALOX12 inh
CCOc1ccc(NC(=O)C2CCCCC(=O)N2)cc1 (configuration not stated),32%[activator]
COc1ccc(C(O)C2c3c(cc4c(c3OC)OCO4)CCN2C)c(CO)c1OC (configuration not stated),11%
O=C(c1cncc(Br)c1)N1CCC(Cc2nc(C3CCOCC3)no2)CC1,6%
Cc1ccc(-n2c(C3CCN(C(=O)c4ccc(Cl)cc4)CC3)n[nH]c2=O)cc1,?
CCC(C(=O)NCc1nnc2c(-c3nc(C(C)C)no3)cccn12)c1ccccc1 (configuration not stated),18%
O=C1Cc2c(-c3cccc4ccccc34)n[nH]c2CN1CCc1ccncc1,53%[activator][176 µM]
CCCCNC(=O)c1nc2cc(C)c(C)cc2nc1-c1cccc(Br)c1,-1%
Cc1ncnc(N2CCC(N3CCCC(C(=O)NCc4ccccn4)C3)CC2)c1C (configuration not stated),26%
CC(=O)N1CCC(C2CCN(S(=O)(=O)c3ccccc3Cl)C2)CC1 (configuration not stated),-3%
CN1C(=O)C(CC(=O)N2CCCCC2)=C2CCCCC21 (configuration not stated),47%[activator]
Cc1noc([C@@H]2CN(C(=O)Cc3cccc4ccccc34)C[C@H]2CO)n1,18%
CN(Cc1cccnc1)C(=O)CC(c1ccccc1)c1ccc(Cl)cc1 (configuration not stated),15%
CC1(COc2cccnc2)COc2ccc(C(=O)N3CC[S+](=O)([O-])CC3)cc2N1 (configuration not stated),11%[176 µM]

# (further entries)
SMILES,ALOX12 inh
Cn1cnc(S(=O)(=O)N2CCCCC2c2nc(C3CC3)n[nH]2)c1 (configuration not stated),10%
c1cc(-c2cc3c(ccn3Cc3ccncc3)c(N3CCOCC3)n2)cc(N2CCOCC2)c1,2%
CC#CCn1cc2c3c(cccc31)[C@H](CC(C)C)N[C@H](C(=O)N1CCN(C(C)=O)CC1)C2,40%[activator][176 µM]
COc1ccc(CN(C)C2CCCN(CCc3ccccc3)C2)c(OC)c1OC (configuration not stated),-1%
O=C(NCc1cccc(F)c1)C1CCc2sc(C(=O)N3CCCCC3)cc2C1 (configuration not stated),-5%
CCc1nc(-c2c3n(c(=O)n(CC(=O)Nc4cccc(OC)c4)c2=O)CCCCC3)no1,-9%
O=C(c1ccc(Br)cc1)N1CCN(c2cc(-c3ccc(Cl)cc3)[nH]n2)CC1,-8%

# A portion of the library; rates above refer to the full screens.
